# Screening results as filed in PubChem.
# CXCR6 block = inhibitors of human CXCR6 receptor. O00574. CHO-K1 PathHunter CXCR6 beta-arrestin, luminescence. inhibition, % at 20 µM. 360,000 tested, 0.36% active; in the data active means inhibition above about 34%, passing the limit was not always enough;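 further: antagonist mode with CXCL16 agonist at 10 nM final; 0% = 10 nM CXCL16 with DMSO and 100% = unstimulated wells without agonist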
# Mdm2 MdmX PPI = disrupts the human Mdm2-MdmX interaction | 330,000 tested, 3% active | inhibition, % at 8 µM | O15151+Q00987 | SaOS-2 split-luciferase Mdm2/MdmX complementation, luminescence;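 active means inhibition of at least 50% at 8 µM in the primary screen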
# Target sequence (O15151 whole entry, looked up): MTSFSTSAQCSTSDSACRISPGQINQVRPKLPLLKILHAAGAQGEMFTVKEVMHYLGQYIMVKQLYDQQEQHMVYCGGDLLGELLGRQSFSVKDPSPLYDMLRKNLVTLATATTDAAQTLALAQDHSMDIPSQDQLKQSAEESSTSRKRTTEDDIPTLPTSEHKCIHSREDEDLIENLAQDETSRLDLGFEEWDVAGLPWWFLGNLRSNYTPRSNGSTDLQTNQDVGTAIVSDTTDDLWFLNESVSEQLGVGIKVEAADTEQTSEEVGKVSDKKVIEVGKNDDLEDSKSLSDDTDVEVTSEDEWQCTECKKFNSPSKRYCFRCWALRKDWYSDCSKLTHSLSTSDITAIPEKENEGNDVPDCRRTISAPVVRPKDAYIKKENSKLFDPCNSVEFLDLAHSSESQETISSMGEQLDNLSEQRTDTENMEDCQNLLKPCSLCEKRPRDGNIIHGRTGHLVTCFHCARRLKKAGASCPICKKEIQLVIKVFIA
# Target sequence (Q00987 whole entry, looked up): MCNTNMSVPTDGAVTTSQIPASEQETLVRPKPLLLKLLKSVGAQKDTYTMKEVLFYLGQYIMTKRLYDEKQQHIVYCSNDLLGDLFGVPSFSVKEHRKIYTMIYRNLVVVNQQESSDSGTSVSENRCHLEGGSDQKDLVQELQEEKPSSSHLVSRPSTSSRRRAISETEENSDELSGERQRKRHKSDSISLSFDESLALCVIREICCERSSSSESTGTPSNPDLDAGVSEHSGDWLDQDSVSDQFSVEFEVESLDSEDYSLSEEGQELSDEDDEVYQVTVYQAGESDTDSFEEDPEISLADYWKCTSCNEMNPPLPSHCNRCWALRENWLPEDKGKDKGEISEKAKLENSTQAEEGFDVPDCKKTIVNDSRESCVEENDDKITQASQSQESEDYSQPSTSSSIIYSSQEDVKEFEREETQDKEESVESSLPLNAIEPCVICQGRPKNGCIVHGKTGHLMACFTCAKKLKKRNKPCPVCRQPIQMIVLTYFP
# EBI2 block = blocks human EBI2 receptor beta-arrestin signaling; P32249; EBI2 beta-arrestin recruitment, luminescence, 7a,25-OHC stimulated; inhibition, % at 5 µM; 360,000 tested, 0.81% active; AID 651636; in the data active means inhibition above about 38%;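 further: enzyme fragment complementation signal reports receptor beta-arrestin coupling in cells; 0% = agonist plus DMSO wells and 100% = wells without agonist; some results beyond the cut were filed as inactive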
# UPR XBP1 act = activators of adaptive arm of unfolded protein response (XBP1) | 330,000 tested, 0.33% active | activation, % at 20 µM | CHO-XBP1 luciferase reporter, IRE1-XBP1 UPR activation, luminescence; percent of tunicamycin response, DMSO as zero | AID 463104;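 active means versus positive control, 20 µM dose yields 30% or more activation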;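 further: 100% = tunicamycin at 10 µg/mL and 0% = DMSO only wells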
#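 Material: CHO cell line with stable XBP1 luciferase reporter; schedule: 16-18 h cell attachment at 37 °C, then 6 h compound exposure; signal: glow luminescence from Steady-Glo reagent; medium: serum-containing F12 medium, 10% FBS; benchmarks: tunicamycin 10 µg/mL and vehicle-only wells; read-out: percent activation relative to tunicamycin reference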
# CCR6 antagonist = antagonists of human CCR6 receptor; P51684; CHO-K1 CCR6 PathHunter beta-arrestin, luminescence, CCL20-stimulated; inhibition, % at 20 µM; 340,000 tested, 0.49% active; AID 493098;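 active means compounds whose inhibition of the agonist-driven luminescence signal at 20 µM reaches about 50%, limit read from the data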;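 further: cells stimulated with CCL20 at 14 nM final; plate controls were DMSO with CCL20 for no effect and DMSO without agonist for full effect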
# Gli-Sufu block = antagonists of Gli-Sufu signaling | Sufu-KO-LIGHT fibroblasts, Gli luciferase reporter luminescence | 340,000 tested, 0.74% active | inhibition, % at 5 µM;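 active means inhibition above about 55%, limit read from the data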;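 further: 0% = DMSO-treated cells and 100% = wells with medium but no cells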
# CHOP UPR activ = activators of apoptotic arm of unfolded protein response (CHOP); activation, % at 10 µM; CHO-CHOP luciferase reporter, UPR activation, luminescence; percent of tunicamycin response over DMSO baseline; AID 449763; 330,000 tested, 0.34% active;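 active means at 10 µM dose, activation of 40% or more, normalized to positive control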;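 further: 100% = tunicamycin at 10 µg/mL and 0% = DMSO alone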
#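 System: CHO CHOP reporter cells. Amount: 500 cells per well. Buffer or medium: F12 medium, 10% FBS. Compound dosing: one dose, 10 µM in 0.5% DMSO. Incubation: 6 h compound exposure at 37 °C after overnight seeding. Technique: Steady-Glo luciferase luminescence. Benchmarks: tunicamycin and DMSO controls.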
# Jurkat NFkB inh = inhibitors of the PMA/ionomycin-induced NF-kB reporter in Jurkat cells | PMA/ionomycin-induced NF-kB luciferase reporter, luminescence | inhibition, % at 4 µM | 330,000 tested, 0.53% active; in the data active means inhibition above about 50%
# 697 NFkB inh = inhibitors of the PMA/ionomycin-induced NF-kB reporter in 697 B cells. 697 B-cell NF-kB luciferase reporter, 16 h. inhibition, % at 4 µM. 330,000 tested, 0.33% active; in the data active means inhibition above about 35%
# * = called active by the depositor; . = not tested or not shown.
SMILES,CXCR6 block,Mdm2 MdmX PPI,EBI2 block,UPR XBP1 act,CCR6 antagonist,Gli-Sufu block,CHOP UPR activ,Jurkat NFkB inh,697 NFkB inh
CC(C)N(Cc1nc(-c2ccc3c(c2)OCO3)no1)CC1CCC(=O)N1 (stereo unspecified),1,7,-2,1,-7,18,0.7,-27,-6
CN1CCN(c2ccc(NC(=O)c3ccc(-c4ccc(Cl)cc4)o3)cc2)CC1,12,100*,8,3,15,15,3.1,-4,-76
CCOc1cc(NC(=S)Nc2cccc(C)c2)c(OCC)cc1NC(=O)CC(C)C,5,.,14,.,-5,5,.,.,.
CC(C)NC(=O)N(C)C[C@H]1Oc2ccc(NC(=O)C3CC3)cc2C(=O)N([C@H](C)CO)C[C@@H]1C,-8,-53,-5,-2,-2,12,0.8,-16,-3
O=C(O)c1cccc(-n2cccc2/C=C2\NC(=O)N(Cc3ccc(F)cc3)C2=O)c1,15,-2,-5,-3,20,2,1.2,7,9
N#C/C(=C\c1c(N2CCCCC2)nc2ccccn2c1=O)S(=O)(=O)c1ccccc1,15,17,4,-2,28,8,0.8,3,8
Cc1cccc(NC(=O)c2ccc(NS(=O)(=O)c3cccc4cccnc34)cc2)c1,2,.,12,.,19,-27,.,.,.
Cc1c(/C(O)=C2/C(=O)C(=O)N(CCN3CCOCC3)C2c2ccccn2)cnn1-c1ccccc1 (stereo unspecified),-8,-5,-1,-8,15,27,-7.9,11,-10
CCCC(=O)Nc1cc(-c2nn(C)c(=O)c3ccccc23)ccc1N1CCOCC1,4,44,7,1,12,-8,0.4,4,35
COc1ccccc1CNS(=O)(=O)c1ccc2c(c1)NC(=O)C(C)S2 (stereo unspecified),-6,18,1,-5,9,-8,0.0,-1,-6
CC(C)C[C@H]1CNC(=S)N1CC1CCN(CC2CCCC2)CC1,-2,.,-1,.,1,36,.,.,.
CC(NCc1nc2ccccc2n1C)C12CC3CC(CC(C3)C1)C2 (stereo unspecified),1,25,10,2,14,1,2.0,6,7
C[C@H](NC(=O)C(c1ccccc1)c1ccccc1)c1ccccc1,12,-19,-1,-2,23,6,0.9,11,10
S=C(NCc1ccccc1)N1CCN(C(=S)NCc2ccccc2)CC1,-5,22,24,3,7,-3,0.0,17,8
COc1ccc(S(=O)(=O)N2CCOC2CNC(=O)C(=O)NCCc2ccc(S(N)(=O)=O)cc2)cc1 (stereo unspecified),-2,26,-7,1,1,3,-2.6,2,6
CCOC(=O)C1CCN(CC(=O)NC(=O)NC2CCCCC2)CC1,-4,8,-9,-3,4,-5,-0.9,-15,9
CCn1c(SCC(=O)Nc2ccc(C)cc2)nc2sc3c(c2c1=O)CCN(C)C3,0,16,-6,1,8,-8,2.5,-6,4
CC1=C(CC(=O)O)c2cc(F)ccc2/C1=C/c1ccc(S(C)=O)cc1 (stereo unspecified),2,2,0,-4,1,-4,2.3,0,20
CCn1c(CSc2nncn2-c2ccc(OC)cc2)nc2cc(S(=O)(=O)N(C)C)ccc21,4,9,1,2,-15,-6,0.5,2,7
COC(=O)c1ccc(-c2noc(CN3C[C@H]4CC[C@H]3C4)n2)cc1,-4,-12,-11,-1,12,-10,1.8,-23,1
Cc1ccc(NC(=O)CN(C)C(=O)CCC(=O)N2CCOCC2)cc1,1,17,-8,-2,1,-5,0.2,8,18
O=C(NNC(=O)c1ccc2ccccc2c1)c1cccc(Br)c1,9,.,21,.,16,6,.,.,.
Cc1ccc(-c2n[nH]c(S(C)(=O)=O)c2C#N)cc1,0,20,8,1,-2,3,0.7,13,-2
CCOC(=O)C1CCN(C(=O)c2ccccc2NS(=O)(=O)c2ccc(F)c(F)c2)CC1,-2,3,-20,1,1,0,0.3,7,4
O=C(Nc1cc(Sc2ccccn2)cc([N+](=O)[O-])c1)c1ccc([N+](=O)[O-])cc1,6,33,17,-4,-3,55,1.7,12,-9

# 4 compounds out of the list, sorted by molar mass, rising.
SMILES,CXCR6 block,Mdm2 MdmX PPI,EBI2 block,UPR XBP1 act,CCR6 antagonist,Gli-Sufu block,CHOP UPR activ,Jurkat NFkB inh,697 NFkB inh
Cc1ccc(-c2n[nH]c(S(C)(=O)=O)c2C#N)cc1,0,20,8,1,-2,3,0.7,13,-2
Cc1cccc(NC(=O)c2ccc(NS(=O)(=O)c3cccc4cccnc34)cc2)c1,2,.,12,.,19,-27,.,.,.
CCn1c(SCC(=O)Nc2ccc(C)cc2)nc2sc3c(c2c1=O)CCN(C)C3,0,16,-6,1,8,-8,2.5,-6,4
CCn1c(CSc2nncn2-c2ccc(OC)cc2)nc2cc(S(=O)(=O)N(C)C)ccc21,4,9,1,2,-15,-6,0.5,2,7

# Other entries:
SMILES,CXCR6 block,Mdm2 MdmX PPI,EBI2 block,UPR XBP1 act,CCR6 antagonist,Gli-Sufu block,CHOP UPR activ,Jurkat NFkB inh,697 NFkB inh
Oc1ccccc1/C=N/NC(=S)NC1CC2CCC1C2 (stereo unspecified),14,40,29,7,12,3,4.6,-52,-161
CCOc1ccc(NS(=O)(=O)c2cc(C(=O)N3CCN(C(C)=O)CC3)ccc2Cl)cc1,-4,2,-5,-3,4,5,-2.3,-19,-3
Cc1ccc(C(=O)NCN2CCN(c3ccccc3)CC2)cc1,2,-13,4,-5,1,10,-1.3,-14,6
CCc1nc(SCc2ccc(C(=O)OC)o2)c2c(=O)n(C)c(=O)n(C)c2n1,-2,10,1,5,14,7,-1.6,0,-25
Clc1ccc(-c2ccc(CNCc3ccccn3)o2)cc1,-1,-12,-2,1,14,-10,3.6,-28,-29
Cc1noc(C)c1S(=O)(=O)Nc1ccc(C(=O)Nc2ccc(OC(F)(F)F)cc2)cc1,1,26,35,-5,0,3,0.5,2,-17
O=C1c2cccnc2C(Nc2ccc(Br)cc2Br)N1Cc1cccs1 (stereo unspecified),.,-16,.,1,.,.,-0.9,-1,6
CC1(CCc2ccccc2)NC(=O)N(CC(=O)O)C1=O (stereo unspecified),1,11,-3,0,1,3,2.1,1,21
O=C(CCN1C(=O)NC2(CCCC2)C1=O)Nc1ccc(-c2nc3ccccc3s2)cc1,-6,-68,-10,-3,-3,-74,-2.0,-181,-264
COc1ccc(C(=O)NNC(=O)CSc2nnc(-c3cccnc3)n2C)cc1,-1,-7,17,-2,2,-3,-0.8,9,-17
COc1ccc(OC)c(CN2CCCC(CCC(=O)N(C)CCc3ccccn3)C2)c1 (stereo unspecified),2,10,2,-2,-6,12,3.9,-5,-4
Cc1c(C(=O)O)cccc1-c1ccc(/C=C2/NC(=O)N(c3ccccc3)C2=O)o1,4,-2,8,-2,11,-13,0.6,-24,-63
O=C(COc1coc(CN2CCN(c3ccc(F)cc3)CC2)cc1=O)Nc1ccccc1,0,-30,-13,-4,5,-7,0.5,11,14
C[C@H](CO)N1C[C@H](C)[C@@H](CN(C)S(C)(=O)=O)Oc2c(NC(=O)Nc3ccc(C(F)(F)F)cc3)cccc2C1=O,1,17,5,1,-7,-19,4.3,-35,-54
O=C1N/C(=C\c2ccccc2)C(O)=C1C=NCc1ccccc1,-2,1,-1,4,13,0,3.9,12,-10
O=C(NCCCN1CCOCC1)c1cc(-c2cccc(Br)c2)nc2ccccc12,5,25,1,1,6,5,-1.5,-25,-18
O=C(CN(Cc1ccccc1Cl)C(=O)Cn1nnc(-c2cccs2)n1)NCC1CCCO1 (stereo unspecified),0,-12,-4,1,5,-4,-1.8,-6,6
O=C(NCC(c1ccco1)N1CCN(c2ccc(F)cc2)CC1)C(=O)NC1CC1 (stereo unspecified),-5,7,-10,-2,10,5,0.4,5,4
O=C(Nc1ccc(N2CCOCC2)c(Cl)c1)c1ccc2c(c1)OCCO2,-6,5,7,4,3,-32,2.9,-29,-25
CC(=O)N(C)/C=C1\Sc2ccccc2C1=O,-6,23,2,1,4,1,0.3,0,-2
CC(=O)Nc1ccc(/C(C)=N\NC(=O)c2ccc(-c3ccccc3)cc2)cc1,.,10,.,2,.,.,-1.9,-25,0
COc1cc(OC)cc(C(=O)NC(=S)Nc2cccnc2)c1,27,12,-8,1,44,-1,2.1,4,-4
CCOC(=O)CNC(=O)CSc1nnc(-c2ccccc2)n1Cc1ccco1,-10,6,11,-4,-20,6,-0.5,2,0
O=C(Cc1ccc(Br)cc1)Nc1ncc([N+](=O)[O-])s1,-14,9,8,2,27,7,3.8,-18,-60
N#CCC(=O)Nc1ccc(C(=O)OCc2ccccc2Oc2ccccc2)cc1,-2,-11,16,-1,14,17,0.9,-10,7

# The listing continues.
SMILES,CXCR6 block,Mdm2 MdmX PPI,EBI2 block,UPR XBP1 act,CCR6 antagonist,Gli-Sufu block,CHOP UPR activ,Jurkat NFkB inh,697 NFkB inh
CC1(C)OC(C)(C)/C(=C/Nc2ccccc2)C1=O,12,-27,5,0,-5,-5,0.5,3,-20
COc1ccc(CNC(=O)C2CCN(S(=O)(=O)c3ccc4c(c3)CC(C)N4C(=O)C3CC3)CC2)cc1 (stereo unspecified),-5,40,26,-3,8,-8,-1.4,15,11
COC(=O)c1cc(C(=O)OCC(=O)NC2CCCCCCC2)cc([N+](=O)[O-])c1,-10,-8,12,-1,2,-2,0.7,13,19
Fc1ccc(-c2cc(C(F)(F)F)nc(NCC3CCCO3)n2)cc1 (stereo unspecified),-3,-28,7,-1,26,13,0.7,5,-13
O=C(Nc1nc(-c2ccc(Cl)s2)cs1)c1ccncc1,10,9,6,-1,18,46,5.0,-9,-31
O=C(CCNc1ccc(F)cc1)c1cccc([N+](=O)[O-])c1,0,-5,10,-2,19,0,2.2,8,8
C=CCNC(=S)NNC(=O)c1ccc(OCCCC)cc1,9,20,4,2,23,-16,-0.9,2,3
COC(=O)CC1C(=O)NCCN1C(=O)OC(C)(C)C (stereo unspecified),1,1,-5,-2,-1,0,-3.3,-1,16
Cc1ccc(S(=O)(=O)N/N=C2\C(=O)C3(C)CCC2C3(C)C)cc1 (stereo unspecified),1,8,0,-2,-4,1,-0.8,-2,15
COc1ccc2c(C)c(CCC(=O)NC3CC3)c(=O)oc2c1,2,-28,-3,-1,-5,-2,2.7,0,22
CCOc1cccc(N(C(=O)Cc2cccs2)C(C(=O)NC2CCCCC2)c2cccn2C)c1 (stereo unspecified),-1,6,20,-6,0,4,-1.6,8,13
CC(C)CC(NC(N)=O)C(=O)OCC(=O)N(Cc1ccccc1)Cc1ccccc1 (stereo unspecified),-2,12,6,-1,-5,7,-3.4,-10,-4
COc1ccc(NC(=O)C2CCCN(S(C)(=O)=O)C2)cc1 (stereo unspecified),-7,5,-7,-2,-9,3,0.7,-7,-12
Cn1c(C(=O)NCCc2ccccc2)cc(=O)n(C)c1=O,8,32,-12,-2,-15,.,1.7,3,0
CC(NCC(=O)Nc1cc(S(=O)(=O)N2CCCCCC2)ccc1Cl)c1ccccc1 (stereo unspecified),7,32,32,-3,3,29,0.3,-8,-9
Cn1c(=O)c2c(nc(CN3CCN(c4ccccc4F)CC3)n2CCN2CCOCC2)n(C)c1=O,8,12,6,0,15,6,-2.1,3,17
CCOc1c(Br)cc(C(=O)NCCCn2ccnc2)cc1OC,4,-7,-10,-5,5,1,3.4,4,4
O=C(Nc1ccccc1)Nc1ccc(Br)cc1F,-18,-70,-9,4,3,2,5.2,-64,-106
O=C(Nc1nc(-c2ccccn2)cs1)c1cc(Cl)ccc1[N+](=O)[O-],59*,83*,40*,-1,77*,65*,66*,35,5
Cc1ccccc1NC(=S)NCCc1ccccn1,-2,-10,-8,2,11,0,-1.2,-6,-24
CC(=O)Nc1ccc(OS(=O)(=O)c2ccccc2C)cc1,1,21,-4,2,2,-11,0.2,10,5
